MITF primary = MITF inhibitors, primary screen, biochemical, AlphaScreen, human | AlphaScreen MITF homodimerization, bead proximity signal | AID 1259374, 2018 | 650,000 tested, 0.91% active | Microphthalmia-associated transcription factor (Homo sapiens), O75030 | inhibition, % at 2.6 µM; in the data active means inhibition above about 50%;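 further: 0% = vehicle wells with protein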
Target sequence (O75030 whole entry, looked up): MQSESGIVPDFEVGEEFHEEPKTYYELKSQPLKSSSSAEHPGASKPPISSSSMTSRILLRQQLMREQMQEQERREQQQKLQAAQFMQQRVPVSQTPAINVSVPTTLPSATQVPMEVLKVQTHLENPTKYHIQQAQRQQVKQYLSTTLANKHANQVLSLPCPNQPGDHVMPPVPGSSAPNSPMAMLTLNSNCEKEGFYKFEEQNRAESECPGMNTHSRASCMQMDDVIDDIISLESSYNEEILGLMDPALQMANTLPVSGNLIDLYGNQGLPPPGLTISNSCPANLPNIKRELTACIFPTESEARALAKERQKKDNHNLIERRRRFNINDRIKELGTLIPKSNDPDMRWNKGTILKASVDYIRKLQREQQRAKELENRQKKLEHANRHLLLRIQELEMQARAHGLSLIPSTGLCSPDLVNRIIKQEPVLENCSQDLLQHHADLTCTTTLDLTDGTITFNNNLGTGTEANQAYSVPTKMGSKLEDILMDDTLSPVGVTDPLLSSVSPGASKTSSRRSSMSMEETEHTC
FBW7 act = FBW7 E3 ligase activators, primary screen, biochemical, AlphaScreen, human; 650,000 tested, 0.13% active; normalized activity (activation), % at 26.1 µM; AlphaScreen FBW7–phospho-cyclin E peptide binding, activator screen; F-box/WD repeat-containing protein 7 (Homo sapiens), Q969H0; in the data active means normalized activity above about 1.9%;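 further: purified mutant Fbw7 with reduced substrate affinity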
TEAD-YAP block = TEAD-YAP interaction inhibition, primary screen, TEAD-YAP interaction inhibitor project, luminescence, HEK-TIYL cells; TEAD-Gal4/YAP UAS-luciferase luminescence; inhibition, % at 9.12 µM; 640,000 tested, 1.4% active; AID 1259422, 2018; in the data active means inhibition above about 32%;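 further: 0% = median of test compound wells and 100% = reference inhibitor wells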
GPR151 activ = activators of human GPR151, primary screen, cell-based, PathHunter beta-arrestin, luminescence. PathHunter beta-arrestin GPR151 cells. activation, % at 11.2 µM. 650,000 tested, 1% active; in the data active means activation above about 4.9%;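 further: 0% = median of compound wells and 100% = cells with positive control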
Target sequence (Q8TDV0 whole entry, looked up): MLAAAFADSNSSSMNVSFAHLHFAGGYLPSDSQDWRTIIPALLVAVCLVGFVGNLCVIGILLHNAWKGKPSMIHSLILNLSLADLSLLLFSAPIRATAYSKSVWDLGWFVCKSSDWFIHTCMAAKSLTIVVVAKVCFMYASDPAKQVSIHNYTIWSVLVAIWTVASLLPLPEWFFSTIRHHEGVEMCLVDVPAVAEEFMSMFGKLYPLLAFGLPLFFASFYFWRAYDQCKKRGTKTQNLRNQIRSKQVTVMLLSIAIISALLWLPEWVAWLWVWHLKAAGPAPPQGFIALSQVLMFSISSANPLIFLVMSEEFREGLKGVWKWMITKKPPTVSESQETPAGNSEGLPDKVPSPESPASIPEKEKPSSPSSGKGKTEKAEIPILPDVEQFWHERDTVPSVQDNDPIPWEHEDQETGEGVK
* hit, by the source's call. Not a hit list; any-hit rate near 3.4%.

SMILES | MITF primary | FBW7 act | TEAD-YAP block | GPR151 activ
Cn1c(Nc2cc(C(=O)NC3CC3)ccn2)nc2ccccc21 | -1 | 0.0 | 2 | 0.4
O=c1oc(-c2ccc(C(F)(F)F)cc2)nc2c1oc1ccc(Cl)cc12 | 21 | 0.0 | 10 | -0.3
CSc1cccc(NC(=S)NN)c1 | 11 | 0.4 | -2 | 0.6
CC(C)CC1NC(=O)N(CC(=O)NCc2ccc(F)cc2)C1=O (stereo not given) | 6 | 0.5 | 19 | 0.9
COCCNC(=S)Nc1ccccc1C#N | 3 | -0.3 | -3 | -1.5
Cc1[nH]nc(NCc2cccnc2)c1[N+](=O)[O-] | 10 | 0.6 | -5 | -0.9
O=C(O)c1cc(NCc2ccc3c(c2)OCO3)ccc1N1CCOCC1 | 10 | 1.5 | 13 | -1.0
CCn1c(=O)c2c(nc(SCC(=O)N3C(C)CCCC3C)n2C)n(C)c1=O (stereo not given) | 4 | -0.1 | 1 | -1.1
CNC(=S)Nc1ccc(Nc2ccccc2OC)cc1 | 1 | -0.1 | -4 | 0.5
COc1ccccc1N1CCN(C(=O)c2n[nH]c(=O)c3ccccc23)CC1 | 18 | 0.1 | 59* | -0.5
Cc1ccc(OCCCCN2C(=O)c3ccccc3S2(=O)=O)c(C)c1 | -8 | 0.2 | 3 | -0.2
COc1ccc(C(=O)CSc2nnc(C)s2)cc1C | 2 | -0.2 | -61 | 3.3
COc1cc(OC)c(C2C(C#N)=C(N)Oc3n[nH]c(-c4ccc5c(c4)OCO5)c32)cc1OC (stereo not given) | 7 | 0.0 | -3 | 0.1
O=C(CCN1CCCCC1)Nc1c(-c2ccccc2)c2cc(Br)ccc2[nH]c1=O | -6 | 0.0 | 8 | 0.5
Cc1ccc(C=C2C(=O)OC(C)(C(C)(C)C)OC2=O)cc1 (stereo not given) | 26 | 0.0 | -1 | 0.5
O=C(CCc1nnc(C2(c3ccc(Cl)cc3)CCC2)o1)N1C[C@@H]2CCC[C@H]1C2 | 10 | -0.1 | -1 | 0.2
CCOC(=O)c1ccc(NC(=O)CN(c2ccc(OC)c(OC)c2)S(C)(=O)=O)cc1 | -11 | -0.1 | 10 | 0.1
CC(C)C[C@H]1NC(=O)[C@@H]2C[C@H](NCc3sc4ccccc4c3Cl)CN2C1=O | 11 | 0.1 | 4 | -0.8
CCN(CC)C(=O)C1Sc2nnc(-c3ccccc3)n2NC1c1ccc(OC)cc1 (stereo not given) | 5 | -0.1 | 10 | 0.5
Cc1cc2cc(CNC(=O)c3ccc(S(=O)(=O)N(C)C)cc3)ccc2[nH]1 | 11 | 0.0 | 4 | 0.0
COC(=O)Cc1nc(N(C)C2CCCCC2)c2c3c(sc2n1)CCCC3 | -6 | -0.1 | -10 | 1.1
O=C(Nc1ccc(-c2ccco2)cc1)C1CCCN(C(=O)CCN2CCCCCC2=O)C1 (stereo not given) | 14 | 0.3 | -3 | -1.0
O=C(C1CCCN(c2nnc(N3CCCC3=O)s2)C1)N1CCN(c2ccccc2)CC1 (stereo not given) | 1 | 0.1 | 5 | -1.2
COCC(C)n1c(SCC(=O)Nc2cc(Cl)ccc2C#N)nc2ccccc2c1=O (stereo not given) | 7 | -0.1 | -1 | -0.9

3 entries from above, ordered by length of the SMILES, lowest first:
SMILES | MITF primary | FBW7 act | TEAD-YAP block | GPR151 activ
COC(=O)Cc1nc(N(C)C2CCCCC2)c2c3c(sc2n1)CCCC3 | -6 | -0.1 | -10 | 1.1
COCC(C)n1c(SCC(=O)Nc2cc(Cl)ccc2C#N)nc2ccccc2c1=O (stereo not given) | 7 | -0.1 | -1 | -0.9
O=C(CCc1nnc(C2(c3ccc(Cl)cc3)CCC2)o1)N1C[C@@H]2CCC[C@H]1C2 | 10 | -0.1 | -1 | 0.2

Exported field by field: entries from further up
Cc1ccc(C=C2C(=O)OC(C)(C(C)(C)C)OC2=O)cc1 (stereo not given)
  MITF primary = 26	FBW7 act = 0.0	TEAD-YAP block = -1	GPR151 activ = 0.5
O=C(CCc1nnc(C2(c3ccc(Cl)cc3)CCC2)o1)N1C[C@@H]2CCC[C@H]1C2
  MITF primary = 10	FBW7 act = -0.1	TEAD-YAP block = -1	GPR151 activ = 0.2
CCOC(=O)c1ccc(NC(=O)CN(c2ccc(OC)c(OC)c2)S(C)(=O)=O)cc1
  MITF primary = -11	FBW7 act = -0.1	TEAD-YAP block = 10	GPR151 activ = 0.1

Other results.
SMILES | MITF primary | FBW7 act | TEAD-YAP block | GPR151 activ
N#CCCN(C(=O)CSc1nnc(N)s1)c1ccccc1 | -1 | 0.2 | -7 | 0.1
O=C(CCCc1ccccc1)NCC1Cc2cc(-c3cnccn3)ccc2O1 (stereo not given) | 5 | 0.5 | -6 | 0.9
O=C(O)c1cc([N+](=O)[O-])cc([N+](=O)[O-])c1Nc1ccc(F)cc1 | 4 | 0.1 | 8 | 0.2
COC(=O)c1ccc(CSc2nc(C)ccc2C#N)cc1 | -10 | -0.1 | -2 | 1.0
COc1ccc(C(OC(C)=O)OC(C)=O)cc1[N+](=O)[O-] | 25 | 0.1 | -5 | -0.1
COC(=O)C(=C/C=C/N(C)c1ccccc1)C(=O)OC | 22 | 0.2 | -16 | -1.1
Clc1ccc(-c2cc3n(c2)CCn2cccc2-3)cc1Cl | 0 | 0.3 | 10 | -1.1
O=C(CN1C(=O)CCC1=O)Nc1nnc(-c2ccc(F)cc2)o1 | 14 | 0.0 | -1 | -1.0
O=C1NC(=O)C(=Cc2ccc(-c3ccc(SC(F)F)cc3)o2)C(=O)N1 | -2 | -0.3 | -6 | 0.3
CCCc1cc(=O)[nH]c2nnc(SCc3cccc(C)c3)n12 | 3 | 0.0 | 0 | 0.2
O=c1c2cc(Cl)cc(Cl)c2oc2nc3n(c(=O)c12)CCCS3 | 22 | 0.0 | 11 | -0.7
CC(=O)c1ccc(NC(=O)C2CC(c3ccc(F)cc3)=NO2)cc1 (stereo not given) | 2 | -0.3 | 8 | 0.5
COc1cccc(NC(=O)CN(C)C(=O)c2ccc(NC(=O)CC#N)cc2)c1 | 4 | -0.1 | 0 | -0.3
NC(=O)c1ccccc1OCC(=O)N1CCCc2ccccc21 | 5 | 0.0 | -22 | 0.9
O=C(c1ccccc1)C(c1ccccc1)C(c1ccccc1)N1CCCCC1 (stereo not given) | -5 | 0.0 | 0 | 1.3
CC1CCCCN1CCCNC(=O)c1ccc2nc(N3CCOCC3)sc2c1 (stereo not given) | 5 | 0.8 | -1 | -0.1
CC(C)CC(c1nnnn1C1CCCCC1)N1CCN(C(=O)c2ccco2)CC1 (stereo not given) | -3 | 0.0 | 1 | -1.0
O=C(CSc1nc2ccc(N3CCOCC3)cc2c(=O)n1Cc1ccccc1)NCCc1ccccc1 | -3 | -0.1 | -26 | -0.5
CCN(CC)S(=O)(=O)c1ccc(S(=O)(=O)n2cnc3cc(C)c(C)cc32)cc1 | 7 | 0.0 | -6 | 0.5
CC(C)CCC1(C2CCN(C(=O)C(C)(C)C)CC2)NC(=O)N(CCN(C)C)C1=O (stereo not given) | -4 | -0.1 | -19 | 0.7
CN(C)N1C(N)=C(C#N)C(c2ccc(C(F)(F)F)cc2)C2=C1CCCC2=O (stereo not given) | -10 | 2.1* | -23 | 0.7
COc1ccccc1C(=O)CC1(O)C(=O)N(C(C)C)c2ccccc21 (stereo not given) | -2 | -0.3 | 5 | -0.2
CCCCc1cc(=O)oc2c(C)c(OCC(=O)N3CCCC3)ccc12 | -4 | -0.1 | -8 | -0.2
COc1ccc(C(=O)Oc2ccc(I)cc2)cc1OC | 8 | 0.1 | 2 | 2.3
O=c1oc2ccccc2cc1-c1nnc(-c2ccc(Br)cc2)o1 | 11 | 0.2 | -3 | 1.6
CN1C(=O)C(CC(=O)Nc2ccc(Cl)cc2)N(Cc2ccco2)C1=S (stereo not given) | 4 | -0.1 | 7 | 0.6
O=C(O)CNC(=O)CC1S/C(=N/N=C/c2c[nH]c3ccccc23)NC1=O (stereo not given) | 14 | 0.2 | 10 | -0.9
CCOc1ccc(NC2=NCCC(=O)N2Cc2cccs2)cc1 | 5 | 0.2 | 10 | 0.2
O=C(Nc1nnc(-c2ccco2)o1)c1cccc([N+](=O)[O-])c1 | -5 | 0.1 | 12 | -0.5
CC(=O)c1c(C)[nH]c(C(=O)OCC(=O)NNC(=O)c2ccc([N+](=O)[O-])cc2)c1C | -3 | -0.2 | 6 | 0.2
COCC1CCCN(C(=O)c2ccc(OC)c(OC3CCN(C(C)C)CC3)c2)C1 (stereo not given) | 4 | 0.6 | -9 | -0.2
CC(=O)c1ccc(NC(=O)C(C)N(C)Cc2ccc(F)cc2)cc1 (stereo not given) | 13 | 0.1 | 7 | -0.2
CCN1CCN(Cc2ccc(NC(=O)Cn3ncc4c3-c3cc(C)ccc3OC4)cc2)CC1 | 1 | -0.1 | 5 | 1.3
CCCC(=O)Nc1c(C(=O)Nc2ccc3c(c2)OCCO3)oc2ccccc12 | -11 | 0.2 | -62 | -1.0
Cc1sc2nc(C3CCCCC3)nc(SCC(N)=O)c2c1C | -1 | 0.6 | -2 | 0.5
CCOC(=O)c1sc2nc(NC(C)=O)sc2c1C | -7 | -0.1 | -71 | -0.6
CCCCCSc1nnc2c(n1)OC(c1ccc(O)c(O)c1)Nc1ccccc1-2 (stereo not given) | 23 | 0.0 | -2 | 0.8
Cc1[nH]c(=O)[nH]c(=O)c1CN1CCCCC1 | -4 | 0.2 | -7 | 0.0
CCOc1ccc(C2CC(c3cccc(OC)c3)Nc3ncnn32)cc1 (stereo not given) | 5 | -0.1 | -2 | -0.1
NC(=O)c1ccc(Nc2nccn3c(-c4cccc5ccccc45)cnc23)cc1 | 14 | 0.1 | 5 | 0.9
Cc1cc2c(NC(=O)[C@H]3CC[C@@H](N)C3)cccc2nn1 | 9 | -0.1 | -3 | -1.8
COc1ccc(NC(=S)NCC(c2cccnc2)N2CCOCC2)cc1 (stereo not given) | -13 | -0.1 | 4 | -2.2
CCCOC(=O)c1ccc(NC(=O)CCC(=O)Oc2ccc(C)cc2)cc1 | 1 | 0.0 | 2 | 0.4
O=S1(=O)c2cccc3cccc(c23)N1Cc1csc(-c2ccccc2)n1 | 1 | 0.3 | -9 | 0.5
O=C(O)c1ccccc1SC1CCCCC1NS(=O)(=O)c1ccccc1 (stereo not given) | 0 | -0.2 | -7 | -0.7
NCCCC[C@@H]1NC(=O)[C@@H]2C[C@H](NC(=O)c3ccccc3Cl)CN2C1=O | 12 | -0.4 | 5 | 0.0
Cn1c(Cc2ccc3c(c2)OCO3)nnc1SCC(=O)NC(C)(C)C | 3 | 0.1 | 8 | -0.5
COc1cc([N+](=O)[O-])c2nccnc2c1 | 0 | -0.7 | 1 | 1.8
Cc1cc(C)cc(NC(=O)CCCC2=NS(=O)(=O)c3ccccc3N2)c1 | 9 | 0.0 | -1 | 0.0
O=C(CCn1nnc2ccccc21)N/N=C/c1cc(Cl)cc(Br)c1O | 27 | 0.0 | 25 | -0.4
CCCOC(=O)C1=C(C)NC2=C(C(=O)CCC2)C1c1ccc(Cl)cc1Cl (stereo not given) | 4 | 0.0 | 0 | 0.1
CC(C)(O)C#Cc1ccc(C(C2C(=O)CC(C)(C)CC2=O)C2C(=O)CC(C)(C)CC2=O)cc1 | -5 | 0.1 | 9 | 1.6
Cc1ccc(NC(=O)c2sccc2S(=O)(=O)N2CCN(c3ccccc3)CC2)cc1 | 10 | -0.1 | 0 | -0.4
CCOc1cc(/C=c2\sc3nc4c(C)c(C)ccc4n3c2=O)cc(Cl)c1O | 0 | 0.0 | 2 | 0.4
COc1cccc(C2C(C(=O)OCC3CCCO3)=C(C)NC3=C2C(=O)CC(c2cccs2)C3)c1OC (stereo not given) | 7 | 0.5 | 13 | -0.7
CC(=O)c1cccc(N2C(=O)c3nccnc3C2=O)c1 | 7 | -0.1 | -10 | -0.4
